NLRP3 yeast inh: blocks the NALP3 inflammasome reconstituted in yeast; Yeast reconstituted NLRP3/ASC/caspase-1, beta-gal luminescence, 24 h; inhibition, % at 10 µM; 0.39% of 330,000 active;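 active = inhibition of 50% or more; inactive = inhibition below 50%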;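 note: plate controls were induced DMSO wells for no effect and uninduced yeast grown without galactose for full effect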
GRIN3A LBD mod: NR3A (human) ligand-binding domain modulation; 2.5% of 340,000 active; AID 1259313; Tm shift relative to glycine control, % at 25 µM; NR3A LBD differential scanning fluorimetry, Tm shift; 0% = protein alone, 100% = glycine-bound protein;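 active = melting temperature shift of at least 10% of the positive control shift, at one fixed dose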
APJ antag: blocks the human apelin receptor APJ | inhibition, % at 20 µM | 0.32% of 330,000 active | P35414 | CHO-K1 APJ beta-arrestin complementation, luminescence;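 active = inhibition above about 40% at 20 µM, limit read from the data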;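 note: cells challenged with 10 nM apelin-13 agonist together with compound; plate controls were apelin-13 plus DMSO wells for no effect and DMSO wells lacking apelin-13 for full effect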
Target sequence (P35414 whole entry, looked up): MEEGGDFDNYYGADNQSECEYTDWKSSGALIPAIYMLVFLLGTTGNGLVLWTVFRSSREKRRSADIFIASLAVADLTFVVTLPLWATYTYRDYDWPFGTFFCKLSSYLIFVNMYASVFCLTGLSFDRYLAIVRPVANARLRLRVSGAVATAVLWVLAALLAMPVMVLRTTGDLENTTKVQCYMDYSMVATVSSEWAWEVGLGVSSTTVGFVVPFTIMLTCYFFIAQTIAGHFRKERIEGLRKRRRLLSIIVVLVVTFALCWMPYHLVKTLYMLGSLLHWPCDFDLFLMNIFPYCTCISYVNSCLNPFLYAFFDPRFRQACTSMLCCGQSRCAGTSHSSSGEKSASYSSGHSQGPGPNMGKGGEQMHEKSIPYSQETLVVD
beta cell repl: inducers of beta-cell replication in MIN6 cells. MIN6 cells proliferation, ATPlite luminescence, 48 h; cells starved in 0.2% serum; 100% = growth in 10% serum. proliferation, % at 10 µM. 0.29% of 330,000 active;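 active = compounds whose signal lies at least 3.5 SD above the mean of all wells on their plate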;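 note: 0% = DMSO-treated cells in low-serum medium and 100% = 10% serum control; some compounds called inactive have numbers as strong as hits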
MPTP inh: permeability transition pore inhibition; inhibition, % at 10 µM; 1.4% of 360,000 active; AID 602449; isolated mouse mitochondria, Ca2+ swelling absorbance, 30 min;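 active = inhibition of 50% or more, scaled per plate between neutral and stimulator controls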;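 note: 0% = DMSO wells given calcium and 100% = 1 mM EGTA wells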
tim23-1 inh: growth inhibitors of tim23-1 mutant yeast. S. cerevisiae tim23-1 growth, BacTiter-Glo luminescence, 24 h. inhibition, % at 20 µM. 1.3% of 330,000 active;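 active = growth inhibition of the mutant yeast at or above 50%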;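 note: temperature-sensitive mutant grown at 25 °C; plate controls were DMSO-treated mutant yeast for no effect and medium wells lacking yeast for full effect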
tim10-1 inh: growth inhibitors of tim10-1 mutant yeast; S. cerevisiae tim10-1 ts strain growth, BacTiter-Glo, 24 h; inhibition, % at 20 µM; 2.2% of 330,000 active;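 active = inhibition of at least 40%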;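 note: mutant grown at 25 °C; 0% = DMSO wells with yeast and 100% = wells holding no yeast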
APJ ag: activates the human apelin receptor APJ | P35414 | CHO-K1 APJ PathHunter beta-arrestin, luminescence; 0% DMSO wells, 100% apelin | activation, % at 20 µM | 0.11% of 330,000 active | AID 2520;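 active = activation more than six SD over the plate average, tested at 20 µM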;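 note: 0% = DMSO alone and 100% = apelin-13 at 10 nM; some results filed as inactive read as strong as hits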
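system = engineered CHO-K1 APJ arrestin reporter cells | input = 1000 cells per well | timing = overnight seeding, 90 min compound at 25 °C, 1 h detection | measured by = enzyme-fragment complementation luminescence | read-out = beta-arrestin recruitment to APJ as agonist activity, luminescent signal | control set = negative DMSO alone, positive Apelin-13 at 10 nM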
TIM10 inh: inhibits growth of TIM10 yeast strain; S. cerevisiae TIM10 strain growth, BacTiter-Glo luminescence, 24 h; inhibition, % at 10 µM; 1.4% of 330,000 active; AID 463195;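 active = inhibition of 40% or more at the single tested concentration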;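 note: wild-type TIM10 isogenic control strain grown at permissive 25 °C; 0% = DMSO yeast wells and 100% = minimal medium wells without yeast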
Numbers without * were called inactive; . = no result given.

molecule	NLRP3 yeast inh	GRIN3A LBD mod	APJ antag	beta cell repl	MPTP inh	tim23-1 inh	tim10-1 inh	APJ ag	TIM10 inh
COC(=O)c1cc(S(=O)(=O)N2CCCC2)c(Cl)cc1Cl	18	0	17	-3	-0.7	18	4	1	8
O=C(NC1CCN(Cc2ccccc2)CC1)c1cccc(S(=O)(=O)Nc2ccc(F)cc2)c1	3	-3	-8	-3	1.3	-21	-7	0	0
COc1ccc(-c2nc3cnccn3c2NCc2ccccc2)cc1SC1CCCCC1	29	-12	1	-8	0.8	39	30	-1	8
Cc1cccc(N2CCN(C(=O)c3cc(=O)[nH]c4ccccc34)CC2)c1C	28	-4	-4	0	1.2	6	11	-2	16
CCOC(=O)Cn1c(CN(C)Cc2ccccc2)nc2c1c(=O)n(C)c(=O)n2C	4	-1	3	-2	-0.1	13	3	0	5
CCOC(=O)c1c(Nc2nc(C)c(C(=O)NC)s2)sc(C)c1C	23	-2	8	-1	4.1	20	15	1	10
COc1ccc2cc(C(=O)C3CCCN(C(=O)c4ccnn4C)C3)ccc2c1 (stereo not drawn)	-18	0	-18	-2	7.3	15	13	-2	2
CCCc1cc(C(=O)Nc2ccc(C(=O)c3ccc(C)cc3)cc2)n(C)n1	15	-10	-3	-5	2.2	40	32	6	26
O=C(CN1C(=O)C2CC=CCC2C1=O)Nc1ccc(S(=O)(=O)Nc2nccs2)cc1 (stereo not drawn)	3	-1	-16	4	0.8	10	-4	-2	-5
COc1ccc(S(=O)(=O)NC2(C(F)(F)F)NC(=O)N(CCc3ccccc3)C2=O)cc1 (stereo not drawn)	15	-3	-4	1	0.3	8	13	1	4
N#Cc1c(N)c(C(=O)c2ccccc2)n2c1CCC2	7	3	8	-1	0.3	3	3	-1	-12
CCc1cc(=O)[nH]c(SC/C=C/c2ccccc2)n1	14	1	-8	-1	0.6	16	7	1	4
COC(=O)[C@H](CC(C)C)NC(=O)NC1CCCc2ccccc21 (stereo partly drawn)	-1	0	-23	-3	7.3	12	14	-3	-1
CCN(CC)C(=O)c1cn(CCC#N)nc1-c1ccc(F)cc1	18	0	10	0	2.7	9	4	1	12
O=C(Nc1ccccc1)c1ccc(=O)n(Cc2ccc(F)c(F)c2)c1	8	-3	-13	1	-1.0	-6	-4	-2	-13
O=C(CCc1ccc(S(=O)(=O)NCCc2ccccc2)cc1)NCc1ccco1	2	-3	1	0	-0.5	11	7	-1	1
CN(C)S(=O)(=O)c1cccc(N=c2scc(-c3ccc4c(c3)NC(=O)CO4)n2CC2CCCO2)c1 (stereo not drawn)	-4	-3	-15	-1	0.8	16	5	3	-15
O=C(CNC(=O)OCc1ccccc1)NC1CCCCNC1=O (stereo not drawn)	20	-9	3	-2	-1.0	-5	-2	-3	-6
CCN(CC)C(=O)c1cccc(C)c1	19	1	11	2	0.0	13	-2	-2	2
COc1ccc(CN(CC(=O)NC2CCCC2)C(=O)c2csnn2)cc1	10	-2	11	0	-0.9	13	24	0	-6
CC(CN1CCN(C/C=C/c2ccccc2)CC1)c1ccccc1 (stereo not drawn)	16	-2	18	-1	0.5	2	-5	0	-8
Cn1c(CCN2CCOCC2)nc2cc(NC(=O)COc3ccccc3)ccc21	4	-2	3	-1	-0.6	15	-6	1	6
CCOc1ccc2nc(SC3CC(=O)N(c4ccc(OC)cc4OC)C3=O)sc2c1 (stereo not drawn)	20	-2	-1	-6	4.4	34	44*	-2	36
Cc1cc(C)n2nc(C(=O)OCC(=O)c3c[nH]c4ccccc34)nc2n1	0	-2	-2	-4	0.0	-4	-1	-1	-4
Brc1cnc(N2CCCC2)nc1N1CCCCC1	41	2	11	-4	0.5	9	-8	-3	-22
CC(=O)NCCC(=O)Nc1cc(S(=O)(=O)Nc2ccc(Cl)cc2)ccc1N1CCCC1	5	-6	3	1	0.0	4	9	-2	3
COc1ccccc1N1CC=C(c2cccc([N+](=O)[O-])c2)NC1=O	5	0	18	-2	1.5	-2	2	2	8
CCOC(=O)c1c(NC(=O)c2ccc(Cl)cc2)csc1C	16	18*	-14	0	1.4	23	16	0	10
COCCCN1C(=O)/C(=C\c2cccs2)C(C(=O)OC)=C1C	17	0	6	-2	-0.6	-16	-19	0	-2
O=C(CSc1nc2ccccc2nc1N1CCOCC1)Nc1ccccc1F	7	1	-3	4	1.5	30	26	-4	-15
O=C(Cc1ccccc1)Nn1c(-c2ccccc2F)nc2ccccc2c1=O	14	-3	4	-1	-1.1	7	-2	-1	5
CCOc1ccc(C(=O)CCC(=O)NNC(=O)c2ccncc2)cc1	22	2	-57	2	-1.2	8	4	7	9
C[C@H](CO)N1C[C@H](C)[C@@H](CN(C)C(=O)Nc2ccccc2)Oc2c(NS(=O)(=O)c3ccccc3)cccc2C1=O	10	-2	6	-1	-0.6	0	1	-2	-1
Cc1ccc(C2C3=C(CCCC3=O)Nc3c2c(C)nn3-c2ccccn2)o1 (stereo not drawn)	1	.	-6	-2	.	21	32	0	2
Cc1ccccc1-c1cc(C(=O)N/N=C/c2cccnc2)c2ccccc2n1	14	0	9	-2	-0.8	-2	-15	-5	-27
CCOc1ccc(C2C(C(=O)c3ccco3)=C(O)C(=O)N2CCN2CCOCC2)cc1OCC (stereo not drawn)	12	2	-53	-1	-2.1	0	-8	-1	3
CCOC(=O)C1CCN(c2ncnc3c2oc2ccccc23)CC1	30	0	-6	-4	2.2	34	11	-1	-12
Nc1cnc(-c2ccccc2)nc1Cl	4	2	9	0	9.5	10	7	2	12
CCOC(=O)c1ccc(NC(=O)CSc2nnc(COc3ccccc3OC)n2C)cc1	8	-4	15	-3	-0.6	-8	23	-3	-8
Cc1ccc(C)c(NC(=S)N(C)CCc2ccccn2)c1	13	-4	-7	0	0.5	9	11	5	-1
O=c1oc(-c2ccc([N+](=O)[O-])cc2)nc2ccccc12	9	-3	-41	0	1.6	11	1	0	29
COc1cc(NC(=O)C2CCCN2S(=O)(=O)c2ccc3c(c2)CCC(=O)N3)cc(OC)c1 (stereo not drawn)	17	-1	-5	-1	-1.9	12	6	-3	8
CC[C@]12c3[nH]c4ccccc4c3CCN1C(=O)C(CC(=O)NCCCn1ccnc1)C[C@@H]2C(=O)N1CCN(C(=O)c2ccco2)CC1 (stereo partly drawn)	-8	-2	-3	0	-0.2	-16	-12	-4	-2
CN1CCCN(Cc2ccc(Cl)cc2Cl)CC1	1	-2	15	-1	-0.3	2	0	-5	8
COc1ccc(CN2CCC(CO)(Cc3cccc(C(F)(F)F)c3)CC2)cc1Cn1cccn1	10	0	2	-7	7.5	5	-3	-1	7
CCOC(=O)c1nnn(CC(=O)N2N=C(c3ccc(Cl)cc3)CC2c2ccccc2)c1C(=O)OCC (stereo not drawn)	-2	3	-12	-4	4.3	7	7	-1	9
CCc1ccc(-n2c(=S)sc3c(=O)n(-c4ccccc4)c(SCC(=O)O)nc32)cc1	30	2	1	-3	1.3	19	28	-1	1
CN(C)c1nc(Oc2ccc(=O)n(C)n2)nc(N2CCOCC2)n1	13	-5	21	-1	-0.8	-7	-39	-1	-21
O=C1Nc2ccc(S(=O)(=O)N3CCCC3C(=O)O)c3cccc1c23 (stereo not drawn)	13	1	-29	-4	0.3	3	14	-4	2
CCC(Sc1nc(=O)cc(N)n1CCc1ccccc1)C(=O)Nc1cc(C)on1 (stereo not drawn)	5	-3	2	4	-1.4	-2	15	-5	7
C=CCC(=O)OCC(=O)Nc1ccc(Cl)cn1	-10	3	-6	3	-1.6	13	3	-3	6
CCOC(=O)Cc1cc(-c2ccc(O)cc2)nc2ccc3ccccc3c12	19	18*	16	0	3.0	22	42*	-1	19
COc1ccc(/C=C/C(=O)NCCCc2ccccc2)cc1	42	0	4	0	0.6	23	7	-3	-2
Cc1nn(-c2ccccc2)c(=O)c2ccccc12	-33	0	10	-3	-1.5	13	11	-1	1
COC(=O)c1sccc1-c1ccc(/C=N/OC(=O)c2ccccc2)o1	-8	-20	12	1	3.5	15	30	2	-16
CCOc1ccc(-n2c(O)cc(=O)[nH]c2=O)cc1	13	1	18	-2	-2.0	-1	-11	3	6
CC(=O)Oc1ccc([C@@H]2COc3c(ccc4c3C=CC(C)(C)O4)C2)c(OC(C)=O)c1	17	-2	-33	-6	7.3	11	3	-1	6

Random excerpt: 3 records from the list, in no set order.
molecule	NLRP3 yeast inh	GRIN3A LBD mod	APJ antag	beta cell repl	MPTP inh	tim23-1 inh	tim10-1 inh	APJ ag	TIM10 inh
CCOC(=O)C1CCN(c2ncnc3c2oc2ccccc23)CC1	30	0	-6	-4	2.2	34	11	-1	-12
CCC(Sc1nc(=O)cc(N)n1CCc1ccccc1)C(=O)Nc1cc(C)on1 (stereo not drawn)	5	-3	2	4	-1.4	-2	15	-5	7
Cc1ccccc1-c1cc(C(=O)N/N=C/c2cccnc2)c2ccccc2n1	14	0	9	-2	-0.8	-2	-15	-5	-27

Screening data as filed in PubChem BioAssay.
